Compound activity as filed in PubChem BioAssay.
M4 ag – CHRM4 agonism in calcium assay. P08173. CHO-K1 hM4/Gqi5, Fluo-8 calcium fluorescence; vehicle 0%, full acetylcholine response 100%. activation, % at 3 µM. 360,000 tested, 0.14% active. AID 624127;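 active means activation above the run mean over all test wells plus 3 SD, cut at about 32% in these data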;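 further: peak over basal fluorescence ratio per well then scaled between controls; 0% = DMSO wells and 100% = acetylcholine at EC100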
Target sequence (P08173 whole entry, looked up): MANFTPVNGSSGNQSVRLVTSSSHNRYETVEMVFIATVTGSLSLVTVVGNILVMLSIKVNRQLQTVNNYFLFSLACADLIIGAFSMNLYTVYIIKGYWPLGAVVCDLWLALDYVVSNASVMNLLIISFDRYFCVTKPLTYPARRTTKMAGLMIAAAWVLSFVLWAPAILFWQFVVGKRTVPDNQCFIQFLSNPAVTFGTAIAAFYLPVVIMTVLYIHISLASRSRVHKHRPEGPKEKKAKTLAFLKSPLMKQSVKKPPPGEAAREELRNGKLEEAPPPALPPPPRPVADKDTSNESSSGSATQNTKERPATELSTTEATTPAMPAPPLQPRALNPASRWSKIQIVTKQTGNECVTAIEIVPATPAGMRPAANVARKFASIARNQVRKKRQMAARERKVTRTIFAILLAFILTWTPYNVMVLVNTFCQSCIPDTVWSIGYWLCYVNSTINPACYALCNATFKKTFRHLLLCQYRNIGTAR
CHRM4 antagonist – blocks acetylcholine activation of human M4 receptor; inhibition, % at 3 µM; CHO-hM4 cells, ACh EC80, Fluo-8 calcium fluorescence; 360,000 tested, 0.73% active; AID 624125;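 active means inhibition above its plate's cutoff, the mean inhibition of sample wells plus 3 SD, cut at about 27% in these data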;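 further: 0% = acetylcholine EC80 with DMSO and 100% = DMSO without agonist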
CHRM1 agonist – agonists of human M1 muscarinic receptor; P11229; CHO-K1 hM1, Fluo-8 calcium fluorescence, agonist mode; 0% DMSO, 100% acetylcholine EC100; activation, % at 3 µM; 360,000 tested, 0.33% active;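 active means activation above the run's mean compound activation plus 3 SD, cut at about 16% in these data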;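 further: peak over basal fluorescence ratio within a 140 s kinetic read after compound addition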
Target sequence (P11229 whole entry, looked up): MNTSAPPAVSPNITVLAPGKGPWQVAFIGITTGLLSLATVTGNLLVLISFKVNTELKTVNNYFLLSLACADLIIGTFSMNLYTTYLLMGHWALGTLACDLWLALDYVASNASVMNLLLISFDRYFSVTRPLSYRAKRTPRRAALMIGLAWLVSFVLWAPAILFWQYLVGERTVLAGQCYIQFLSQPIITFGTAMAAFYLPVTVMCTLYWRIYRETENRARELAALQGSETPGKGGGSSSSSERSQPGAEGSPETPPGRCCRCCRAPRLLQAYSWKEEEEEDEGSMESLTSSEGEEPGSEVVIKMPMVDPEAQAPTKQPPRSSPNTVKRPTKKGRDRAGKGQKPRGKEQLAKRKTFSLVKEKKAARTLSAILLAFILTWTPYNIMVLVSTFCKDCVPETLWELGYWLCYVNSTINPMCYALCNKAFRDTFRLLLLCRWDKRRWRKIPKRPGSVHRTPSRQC
M5 antag – blocks acetylcholine activation of human M5 receptor; inhibition, % at 3 µM; 360,000 tested, 0.59% active; P08912; CHO-hM5 cells, Fluo-8 calcium fluorescence, ACh EC80;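 active means inhibition above a per-plate cutoff, the mean of that plate's test compounds plus 3 SD, cut at about 27% in these data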;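 further: 0% = acetylcholine EC80 with DMSO and 100% = DMSO without agonist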
TAAR1 agonist – agonists of human TAAR1 | Q96RJ0 | CHO RD-HGA16 TAAR1, Fluo-8 calcium fluorescence; vehicle wells 0%, saturating PEA agonist 100% | activation, % at 3 µM | 360,000 tested, 0.99% active;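 active means activation above the mean activation of all test compounds in the run plus 3 SD, cut at about 38% in these data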
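System: CHO-derived RD-HGA16 cells with stable Gα16 and human TAAR1. Times: 17-24 h plating, Fluo-8 75 min 37 °C, 30 min RT. Measured by: calcium-sensitive Fluo-8 signal, excitation 470-495, emission 515-575 nm. Read-out basis: % activation relative to PEA EC100 response. Control set: DMSO and PEA EC100. Repeats: no replicates (n 1).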
CHRM5 agonist – CHRM5 agonism in calcium assay; P08912; CHO-K1 hM5 cells, Fluo-8 calcium fluorescence; 0% DMSO wells, 100% maximal acetylcholine response; activation, % at 3 µM; 360,000 tested, 0.19% active; AID 624037;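 active means activation above the run's mean over test compounds plus 3 SD, cut at about 23% in these data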;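 further: signal is peak over basal fluorescence ratio across the kinetic read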
CHRM1 antagonist – blocks human M1 muscarinic receptor. P11229. CHO-K1 hM1, Fluo-8 calcium fluorescence, ACh EC80 antagonist. inhibition, % at 3 µM. 360,000 tested, 1.3% active. AID 588852;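 active means percent inhibition above its own plate's cutoff, namely the mean of that plate's compound wells plus 3 SD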;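 further: peak over basal fluorescence ratio during 140 s after agonist addition; 0% = ACh EC80 plus DMSO and 100% = DMSO alone without agonist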
M1 PAM – potentiates human M1 receptor response to acetylcholine; AID 588819; 360,000 tested, 0.088% active; activation, % at 3 µM; CHO-K1 hM1, Fluo-8 calcium fluorescence, ACh EC20; 0% = ACh EC20, 100% = maximal ACh; in the data active means activation above about 19%, passing the limit was not always enough
CHRM5 PAM – CHRM5 positive allosteric modulation; P08912; CHO-K1 hM5, Fluo-8 calcium, ACh EC20 PAM; 0% = ACh EC20, 100% = ACh EC100; activation, % at 3 µM; 360,000 tested, 0.3% active;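 active means activation above the run cutoff, the mean activation of all test compounds plus 3 SD, cut at about 18% in these data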
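system = human M5 receptor in CHO-K1 cells | reagent = EC20 acetylcholine as agonist stimulus | compound dosing = single-point, 3 µM nominal | incubation = Fluo-8 loading 80 min at 37 °C plus 30 min room temperature | detection = Fluo-8 calcium dye fluorescence, kinetic read | benchmarks = low control EC20 acetylcholine (0%), high control EC100 acetylcholine (100%)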
Active calls of the source: *. Not all compounds are listed. The share of hits here may be higher or lower than overall.

SMILES	M4 ag	CHRM4 antagonist	CHRM1 agonist	M5 antag	TAAR1 agonist	CHRM5 agonist	CHRM1 antagonist	M1 PAM	CHRM5 PAM
Cn1ccc2c(-c3ccc(C(=O)O)cc3)cc3c(c21)C1CCC3C1 (stereo not drawn)	-1	1	-12	-2	-2	-7	-7	3	2
CCSc1nnc(NC(=O)c2ccccc2C)s1	-1	5	-6	-3	3	3	53*	-12	5
O=C(CN1CCN(C(=O)c2ccco2)CC1)Nc1ccc(Br)cc1	3	-43	-2	4	2	-1	-24	12	-7
NS(=O)(=O)OCC1CCCCC1	2	-5	-4	5	4	3	0	4	6
CC1CCCC(C)N1/N=C/c1ccc([N+](=O)[O-])cc1 (stereo not drawn)	2	-7	-2	-1	4	-4	1	0	4
COC(=O)C1=C(CS(=O)(=O)c2ccc(OC)cc2)NC(=O)NC1c1ccccc1 (stereo not drawn)	1	3	1	3	0	-1	3	2	-4
O=C(CCNC(=O)c1ccc([N+](=O)[O-])cc1)NCc1ccco1	0	-6	0	0	9	-2	7	4	-5
COc1ccc(CCNC(=O)Cn2c(=O)n(-c3ccc(C)c(F)c3)c(=O)c3sccc32)cc1OC	-2	3	-1	-8	-2	-1	-22	17	7
COC(=O)c1ccc(CN2CCCC(C(=O)c3cc(F)ccc3OC)C2)cc1 (stereo not drawn)	1	-5	10	2	0	-3	1	2	1
COc1cc(NC(=S)N2CCN(C(c3ccccc3)c3ccccc3)CC2)cc(OC)c1	1	23	-8	16	6	-12	30*	-23	-26
O=C(/C=C/c1c(F)cccc1Cl)NCc1ccc2c(c1)OCO2	2	-5	-3	5	11	0	-10	8	-3
CC(C)(C)n1nnnc1C(c1cccs1)N(Cc1cccnc1)CC1CCCO1 (stereo not drawn)	-1	-4	-5	7	13	-8	79*	-22	-22
CN1CCN(c2cc(-c3ccccc3)nc3cc(-c4ccc(F)cc4)nn23)CC1	5	5	-1	27	12	-1	-8	7	3
COC(=O)Cn1c(=NC(=O)CCS(=O)(=O)c2ccccc2)sc2c(OC)ccc(OC)c21	3	12	-2	3	1	-7	-3	1	-3
CC(NC(=O)COC(=O)CSc1ccc(F)cc1)c1ccc(F)cc1 (stereo not drawn)	1	5	-4	6	0	-2	-14	7	0
CC1CCCC/C1=N\NS(=O)(=O)c1ccc(Br)cc1 (stereo not drawn)	0	-6	-5	3	6	-4	5	-2	6
OC(CNCCc1ccc(Cl)cc1)COc1ccc2ccccc2c1 (stereo not drawn)	4	2	2	12	42*	4	-2	4	2
S=c1[nH]nc(Cc2noc3ccccc23)n1-c1ccc(Cl)cc1	6	-23	-2	3	1	4	-9	11	-1
O=C(OCCOc1ccccc1)c1cccc(S(=O)(=O)N2CCOCC2)c1	0	0	-1	3	9	3	-9	8	0
CCN1CCN(C(CNS(=O)(=O)c2ccc(OC)c(C)c2)c2cccnc2)CC1 (stereo not drawn)	0	-3	-5	-15	4	-8	0	1	11
CC(=O)Nc1cc(-c2cccc(C(=O)NCCO)c2)cn2c(-c3ccc(F)cc3)cnc12	12	-9	-3	7	4	0	-3	-6	-6
O=C(CN(C(=O)CCC(=O)Nc1ccccn1)c1ccccc1F)NCc1ccc2c(c1)OCO2	8	1	-1	10	9	2	-12	12	-4
COc1ccc(OC)c(C=Cc2ccc([N+](=O)[O-])cc2)c1	-2	-10	-5	2	1	-2	-13	6	-7
CC1CCCN(c2ccc(C(=O)NCCc3ccccc3)cn2)C1 (stereo not drawn)	1	-4	-1	3	41*	-3	-18	11	-1
O=C(/C=C/c1ccccc1)NCCOc1ccccc1	1	2	-5	4	-1	-1	-3	7	10
SMILES	M4 ag	CHRM4 antagonist	CHRM1 agonist	M5 antag	TAAR1 agonist	CHRM5 agonist	CHRM1 antagonist	M1 PAM	CHRM5 PAM
Cc1ccc(NS(=O)(=O)c2cccc(C(=O)NCCCN3CCOCC3)c2)cc1	0	-4	0	4	5	-1	-9	10	-1
COc1ccc(-c2cc(C(=O)NCc3ccc(C(F)(F)F)cc3)[nH]n2)c(C)c1	5	8	2	7	9	5	2	-5	0
CCN1C(=O)C(CC(=O)Nc2ccc(C)cc2C)Nc2cc(S(=O)(=O)N(C)C)ccc21 (stereo not drawn)	7	-8	-11	1	5	0	8	-9	-3
Cn1c(=O)[nH]c2c(nc(-c3ccc(Cl)cc3)n2C)c1=O	2	7	-1	0	-1	-1	-19	12	0
N#C/C(=C(/O)C(Cl)c1ccccc1)c1nc2ccccc2s1 (stereo not drawn)	0	7	-4	5	9	-3	6	-8	-1
COC(=O)c1ccc(N2C(=O)CC(N3CCN(C(=O)c4ccco4)CC3)C2=O)cc1 (stereo not drawn)	1	9	-6	-2	6	0	-6	2	-1
Cc1ccc(S(=O)(=O)N(C)C)cc1NC(=O)COC(=O)Cc1ccc(Br)cc1	4	3	-5	4	8	5	9	-5	-2
COc1cccc(/C=C/C(=O)OCC(=O)NCCNC(=O)COC(=O)/C=C/c2cccc(OC)c2)c1	2	-14	-4	-11	16	3	4	-2	4
CCOC(=O)c1[nH]c2ccc(OC)cc2c1NS(=O)(=O)c1ccc(Cl)s1	4	-5	-12	4	1	-5	7	-14	-9
O=C(OCC(=O)N1CCOCC1)c1ccc(N2CCOCC2)c([N+](=O)[O-])c1	1	3	-6	10	0	-4	-12	9	1
COC(=O)C1C(O)=C(C=Nc2ccc(N)cc2)C(=O)CC1(C)C (stereo not drawn)	1	-7	-3	2	20	0	-4	4	-7
O=C(Nc1ccc2snnc2c1)Nc1cccc2ccccc12	12	1	17*	16	12	10	-9	-7	-19
Cc1ccc(S(=O)(=O)c2ccc(NC(=O)c3c(F)cccc3F)cc2)cc1	9	-1	0	12	21	6	5	1	-5
Cc1ccc(C(C)C)c(OCCNC(=S)Nc2cccc3ccccc23)c1	-1	8	-7	-1	1	0	1	-6	-9
CC(=O)Nc1ccc(S(=O)(=O)N2C3CCCC2CC(NC(=O)C2CCCCC2)C3)cc1 (stereo not drawn)	0	-8	-2	1	-1	-1	-14	4	-2
COCC(=O)Nc1ccc(S(=O)(=O)Nc2nccs2)cc1	0	9	-2	7	0	-4	-3	2	3
Cc1ccc(OCC(=O)N/N=C\c2cn(Cc3ccccc3)c3ccccc23)cc1C	1	-1	-3	-3	1	-1	-7	4	1
COc1cccc(OCCNc2cc(N3CCCCC3)ccc2[N+](=O)[O-])c1	0	-10	-4	3	12	-1	-1	-6	3
O=C(COC(=O)c1cccc(C(=O)OCC(=O)NCc2ccc(F)cc2)n1)NCc1ccc(F)cc1	3	-3	-5	-8	9	0	-3	-7	1
C1=Nc2c(Nc3ccccc3)ncnc2Oc2ccccc21	3	-5	-6	-9	9	-1	3	5	4
CCOC(=O)c1sc(=NC(=O)c2cccs2)n(C)c1C	1	-16	-1	9	1	-2	0	9	6
O=C(CCCN1C(=O)/C(=C/c2cccs2)SC1=S)NNC(=O)c1ccccc1O	1	3	-3	15	1	-2	-4	6	-4
O=C(Nc1c(Cl)cccc1Cl)C1CCC1	0	8	-5	0	7	-6	3	-1	10
O=C(CN1CCN(S(=O)(=O)c2ccc(Br)s2)CC1)N1CCc2ccccc21	1	3	-6	5	-1	0	-12	11	-3
O=C(O)[C@H](Cc1ccccc1)N1C(=O)c2c(Cl)c(Cl)c(Cl)c(Cl)c2C1=O	0	-14	-3	-2	7	0	-1	14	12

Shown bar-delimited: entries from further up.
SMILES | M4 ag | CHRM4 antagonist | CHRM1 agonist | M5 antag | TAAR1 agonist | CHRM5 agonist | CHRM1 antagonist | M1 PAM | CHRM5 PAM
O=C(Nc1c(Cl)cccc1Cl)C1CCC1 | 0 | 8 | -5 | 0 | 7 | -6 | 3 | -1 | 10
COC(=O)C1C(O)=C(C=Nc2ccc(N)cc2)C(=O)CC1(C)C (stereo not drawn) | 1 | -7 | -3 | 2 | 20 | 0 | -4 | 4 | -7
Cn1c(=O)[nH]c2c(nc(-c3ccc(Cl)cc3)n2C)c1=O | 2 | 7 | -1 | 0 | -1 | -1 | -19 | 12 | 0
COc1cccc(/C=C/C(=O)OCC(=O)NCCNC(=O)COC(=O)/C=C/c2cccc(OC)c2)c1 | 2 | -14 | -4 | -11 | 16 | 3 | 4 | -2 | 4
C1=Nc2c(Nc3ccccc3)ncnc2Oc2ccccc21 | 3 | -5 | -6 | -9 | 9 | -1 | 3 | 5 | 4

Carrying on.
SMILES	M4 ag	CHRM4 antagonist	CHRM1 agonist	M5 antag	TAAR1 agonist	CHRM5 agonist	CHRM1 antagonist	M1 PAM	CHRM5 PAM
CC1CCC(NC(=O)CN(C)S(=O)(=O)c2ccc3c(c2)c(=O)n(C)c(=O)n3C)CC1 (stereo not drawn)	2	5	-3	10	2	-3	-2	4	1
CC(N=C1NS(=O)(=O)c2ccccc21)C(=O)NCCCc1ccccc1 (stereo not drawn)	2	-1	-6	0	2	0	-5	1	3
COc1cc(CN2CCNC(=O)C2CC(=O)NCc2csc(C(C)C)n2)cc(OC)c1 (stereo not drawn)	0	-4	-2	0	-2	0	-16	11	-2
O=C1CN(C(=O)/C=C/c2ccco2)c2ccccc2N1	3	12	-2	8	5	1	3	1	1
COc1cc([N+](=O)[O-])ccc1NC(=O)CSc1n[nH]c(C(C)C)n1	3	-15	-4	10	2	2	-9	7	6
CS(=O)Cc1cc(Sc2ccccc2)nc(-c2cccnc2)n1 (stereo not drawn)	1	-6	-9	-2	1	-1	4	-4	-9
Cc1ccc(NC(=O)CN2CCN(CCN=CC3=C(O)CC(c4ccc(C)cc4)CC3=O)CC2)cc1 (stereo not drawn)	7	-4	-6	3	0	0	-3	6	1
COCCCn1nnnc1SCC(=O)Nc1nc2ccccc2s1	2	9	-3	-4	-2	-3	-12	10	0
COc1ccc(NC(=O)C2(C)Cc3c(-c4ccccc4)ccnc3O2)cc1OC (stereo not drawn)	7	-10	-3	2	2	1	-1	2	-4
CN(C)C(=O)CSc1nnc(-c2cc(-c3cccs3)nc3ccccc23)o1	4	2	-1	3	15	1	-3	6	-5
CN(C)C(=O)N1CCC(C(=O)NC2CCCCCCC2)CC1	3	6	-6	-5	8	1	-8	5	1
CCCc1nc(N2CCOCC2)c(C#N)c2c1CCCC2	-1	7	11	13	20	3	-6	20	-2
COc1ccc(N2CCN(C(=O)C(OC(C)=O)c3ccccc3)CC2)cc1 (stereo not drawn)	1	1	-3	1	3	-1	-6	5	-2
COc1ccc(N(CC(=O)N/N=C/c2cccs2)S(=O)(=O)c2ccc(OC)c(OC)c2)cc1	20	-3	-1	7	12	4	-6	-5	-16
CCN(C(=O)CSc1ncccc1C(=O)O)C1CCCCC1	1	3	-4	2	4	0	-13	11	5
COc1ccc(-c2noc(CCC(=O)Nc3cc(Cl)c(OC)cc3OC)n2)cc1	4	1	-1	4	7	-3	-22	-4	-7
Cc1ccc(C(=O)NN2C(=O)CSC2=S)cc1	9	-6	-5	11	-1	0	6	-2	-14
COc1ccc2sc(-c3ccc(SC)cc3)c(C#CCO)c2c1	1	-9	-3	-2	3	4	1	1	2
OCC1(Cc2ccccc2)CCCN(Cc2c[nH]c3ccccc23)C1 (stereo not drawn)	2	8	-6	11	6	-13	-8	5	-5
CCN(CC)c1cc(C)c(C#N)c2nc3ccccc3n12	0	-11	6	0	3	1	-20	12	3
